From PubChem
HePTP inh = human HePTP phosphatase inhibition | 110,000 compounds, 0.64% hits | inhibition, % at 20 µM | recombinant HePTP phosphatase activity, OD absorbance | P35236; in the data active = inhibition above about 50%;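 also: plate controls were vehicle for no effect and reference inhibitor for full effect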
Target sequence (P35236 whole entry, looked up): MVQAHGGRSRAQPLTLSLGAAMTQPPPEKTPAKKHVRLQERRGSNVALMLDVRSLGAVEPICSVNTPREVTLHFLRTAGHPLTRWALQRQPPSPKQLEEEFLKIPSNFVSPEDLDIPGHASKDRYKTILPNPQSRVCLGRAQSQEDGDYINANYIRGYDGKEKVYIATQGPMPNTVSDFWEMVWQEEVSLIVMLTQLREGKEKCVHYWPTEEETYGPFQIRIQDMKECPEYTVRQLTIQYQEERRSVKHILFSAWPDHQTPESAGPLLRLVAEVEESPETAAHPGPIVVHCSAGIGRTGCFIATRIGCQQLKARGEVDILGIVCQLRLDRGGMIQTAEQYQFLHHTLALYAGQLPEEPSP
BAP1 block = blocks human BAP1 ubiquitin-AMC hydrolysis; Q92560; recombinant BAP1, Ub-AMC hydrolysis fluorescence kinetic; stronger effect = lower value; activity remaining (% of control), % at 20 µM; 72,000 compounds, 0.48% hits;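 active = activity remaining at or below 50% of control, provided the compound also passes the data quality filters; inactive = the rest, including low values that fail the filters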;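 also: 100% = DMSO wells rate and 0% = substrate alone blank rate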
Target sequence (Q92560 whole entry, looked up): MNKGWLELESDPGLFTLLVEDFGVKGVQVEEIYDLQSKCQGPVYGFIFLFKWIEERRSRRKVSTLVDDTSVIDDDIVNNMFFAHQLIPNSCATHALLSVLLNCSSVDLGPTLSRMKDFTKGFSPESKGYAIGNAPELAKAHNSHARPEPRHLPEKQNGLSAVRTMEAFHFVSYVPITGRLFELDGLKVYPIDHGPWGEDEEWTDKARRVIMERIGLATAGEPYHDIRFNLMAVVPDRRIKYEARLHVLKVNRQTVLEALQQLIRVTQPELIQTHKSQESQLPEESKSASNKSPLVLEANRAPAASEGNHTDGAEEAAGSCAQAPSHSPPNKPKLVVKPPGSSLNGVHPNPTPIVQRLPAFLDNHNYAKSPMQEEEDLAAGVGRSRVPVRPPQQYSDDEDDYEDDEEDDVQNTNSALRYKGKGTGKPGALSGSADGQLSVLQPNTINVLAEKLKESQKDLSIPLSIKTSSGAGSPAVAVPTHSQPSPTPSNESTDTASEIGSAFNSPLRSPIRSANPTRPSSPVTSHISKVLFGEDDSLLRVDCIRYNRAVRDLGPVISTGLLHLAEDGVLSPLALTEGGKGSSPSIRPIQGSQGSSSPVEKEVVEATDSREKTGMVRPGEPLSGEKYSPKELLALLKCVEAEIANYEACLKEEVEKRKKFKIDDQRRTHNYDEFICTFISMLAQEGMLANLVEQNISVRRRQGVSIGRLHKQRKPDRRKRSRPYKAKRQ
* = called active by the depositor; i = inactive; nt = not tested or not shown; & = joins results of further samples.

item	HePTP inh	BAP1 block	smiles
1	-2	nt	CC1=NN(C(=O)COc2ccccc2)C(O)(C(F)(F)F)C1 (stereo not drawn)
2	-3	nt	CCCC(=O)Nc1cccc(C(=O)Nc2nccs2)c1
3	5	80	c1csc(-c2nc3nc4ccccc4nc3n2Cc2ccc3c(c2)OCO3)c1
4	-3	125	CN1CCN(CC(=O)Nc2sc3c(c2C#N)CCC(C(C)(C)C)C3)CC1 (stereo not drawn)
5	8	107	Cn1c(=O)oc2cc(S(=O)(=O)NCCC(=O)NC3CCCc4ccccc43)ccc21 (stereo not drawn)
6	-2	nt	CCOC(=O)C1=C(c2ccccc2)N=c2s/c(=C\c3cccc(O)c3)c(=O)n2C1c1cccs1 (stereo not drawn)
7	6	nt	Cc1ccc(OCCC(=O)OCC(=O)Nc2ccc(Cl)cn2)cc1
8	5	97	CCn1c(Cc2ccccc2)nnc1SCC(=O)Nc1nc(C)c(C)s1
9	1	68	COc1ccc(-c2noc(-c3ccccc3C(=O)Nc3cccnc3)n2)cc1
10	7	nt	O=C(O)C1(P(=O)(c2ccccc2)c2ccccc2)CC1
11	-6	118	O=C(c1ccco1)N1CCN(C(c2ccccn2)c2nnnn2C2CCCC2)CC1 (stereo not drawn)
12	3	nt	Cc1ccc(OCC(=O)NNC(=O)c2ccc(Cl)c(Cl)c2)c(C)c1
13	27	nt	O=C1/C(=C/c2ccc(-c3cccc([N+](=O)[O-])c3)o2)SC(=S)N1Cc1ccco1
14	nt	92	CCn1cc(C(=O)Nc2ccc(NC(=O)c3ccco3)cc2)c(=O)c2ccc(C)nc21
15	6	92	COc1ccccc1S(=O)(=O)Cc1ccc(C(=O)N2CCN(c3ccccn3)CC2)o1
16	5	97	NC(=O)c1c(-c2ccccc2)oc2ccc(O)cc12
17	7&6	121&68	COc1cccc2cc(C(C)=O)c(=O)oc12
18	-6	nt	CCCC(=O)c1ccc(N2CCN(C(=O)c3cccs3)CC2)c(F)c1
19	-3	nt	O=C(NCc1ccc(Cl)c(Cl)c1)c1ccccc1F
20	13	131	O=C(c1ccc(-c2ccccc2)cc1)N1CCN(c2ncccn2)CC1
21	2	100	CC(C)CC(c1nnnn1C(C)(C)C)N1CCN(C2CCCC2)CC1 (stereo not drawn)
22	6	67	COC(=O)c1cc(OC)c(OC)cc1NC(=O)CCCCCN1C(=O)CCC1=O
23	-7	106	Cn1c(=O)oc2cc(S(=O)(=O)N3CCCC3)ccc21
24	59*	nt	COc1cc(/C=C2\C(=O)NC(=S)N(c3ccccc3)C2=O)cc([N+](=O)[O-])c1O
25	nt	128	Cc1ccnc(NC(=O)c2cc(C)ccc2[N+](=O)[O-])c1
26	3	87	CCCc1ccc(C(C)NC(=O)c2cnccn2)cc1 (stereo not drawn)
27	2	nt	CCOc1ccc(N2C(=O)/C(=C/c3ccc(-c4ccc([N+](=O)[O-])cc4C)o3)C(=O)NC2=S)cc1
28	-1	71	CC(NC(=O)CC(O)(C(F)(F)F)C(F)(F)F)c1ccccc1 (stereo not drawn)
29	10	nt	COc1cc(C)c(CNc2ccccc2)cc1C
30	7	71	O=S(=O)(Nc1nc(CN2CCOCC2)nc2sc3c(c12)CCCC3)c1cc(F)ccc1F
31	8	94	Cc1cc(C)nc(/N=C2\NC(=O)CC(C(=O)O)N2c2ccc(Oc3ccccc3)cc2)n1 (stereo not drawn)
32	nt	101	CN(C)S(=O)(=O)c1ccc(C(=O)N2CC(=O)Nc3ccc(Cl)cc3C2c2ccccc2)cc1 (stereo not drawn)
33	-5	83	CC(=O)Nc1ccc2nc(-c3cccnc3)[nH]c2c1
34	7	145	CCCCn1c(N)c(N(CCC(C)C)C(=O)COC(=O)c2ccco2)c(=O)[nH]c1=O
35	-2	93	CC1CCN(c2nnc(N)s2)CC1
36	3	nt	COc1ccc(N2CCN(c3oc(COc4ccc(Cl)cc4Cl)nc3C#N)CC2)cc1

Quoted at random: three compounds from above, in no set order.
item	HePTP inh	BAP1 block	smiles
30	7	71	O=S(=O)(Nc1nc(CN2CCOCC2)nc2sc3c(c12)CCCC3)c1cc(F)ccc1F
36	3	nt	COc1ccc(N2CCN(c3oc(COc4ccc(Cl)cc4Cl)nc3C#N)CC2)cc1
35	-2	93	CC1CCN(c2nnc(N)s2)CC1

Part of the list above, screen by screen:
[35] CC1CCN(c2nnc(N)s2)CC1
[27] CCOc1ccc(N2C(=O)/C(=C/c3ccc(-c4ccc([N+](=O)[O-])cc4C)o3)C(=O)NC2=S)cc1
[29] COc1cc(C)c(CNc2ccccc2)cc1C
[34] CCCCn1c(N)c(N(CCC(C)C)C(=O)COC(=O)c2ccco2)c(=O)[nH]c1=O
[28] CC(NC(=O)CC(O)(C(F)(F)F)C(F)(F)F)c1ccccc1 (stereo not drawn)

| assay / compound | 35 | 27 | 29 | 34 | 28 |
| --- | --- | --- | --- | --- | --- |
| HePTP inh | -2 | 2 | 10 | 7 | -1 |
| BAP1 block | 93 | nt | nt | 145 | 71 |

The list continues:
item	HePTP inh	BAP1 block	smiles
37	7	104	CCOC(=O)CNC(=O)CSc1nc2ncc(Br)cc2[nH]1
38	1	nt	O=C(CSc1nnnn1-c1ccccc1)C1CC1
39	-10	nt	COc1ccc(OC)c(N/C(=N/S(=O)(=O)c2ccc(C)cc2)Nc2nc(C)cc(C)n2)c1
40	2	nt	COCCOC(=O)c1c(C)oc2ccc(OCc3cccc(Cl)c3)cc12
41	-10	nt	CC(=O)N(c1ccccc1)S(=O)(=O)c1ccc(Cl)cc1
42	4	88	COc1ccccc1C(c1nnnn1C(C)(C)C)N1CCCCCC1 (stereo not drawn)
43	-7	111	O=C(CCCn1c(=O)[nH]c2cc(Cl)ccc2c1=O)NCCCN1CCCC1
44	5	85	COc1ccccc1NC(=O)c1cc(S(=O)(=O)N2CCOCC2)ccc1Cl
45	0	105	COCCCNC(=O)CCn1c(=O)c2ccccc2n(CC(=O)Nc2cc(Cl)ccc2C)c1=O
46	-15	nt	O=C(O)c1ccc(Oc2ccc(S(=O)(=O)c3ccc(Cl)cc3)cc2)cc1
47	5	nt	Cc1ccc(C(=O)Nc2cccc([N+](=O)[O-])c2)o1
48	0	102	CN(C)c1nc(N)nc(CSc2n[nH]c(-c3ccccc3)n2)n1
49	11	102	CC(=O)Nc1ccc(C(=O)CSc2nnnn2C(C)C)cc1
50	7	114	Cc1ccc(SCc2[nH]nc3c2C(c2ccc(C)o2)C(C#N)=C(N)O3)cc1 (stereo not drawn)
51	0	72	COc1ccc(NC(=O)Cn2nnc(C(=O)NCc3ccccc3)c2N)cc1Cl
52	1	112	COC(=O)c1cc(NCc2ccccc2F)ccc1N1CCOCC1
53	-6	nt	COc1cc(/C=C2/S/C(=N\S(=O)(=O)c3ccccc3)NC2=O)ccc1O
54	-10	60	COc1cc2[nH]c(=S)n(NC(=O)CC(C)C)c(=O)c2cc1OC
55	7	81	O=C(c1cccc(Cl)c1)N(Cc1cccs1)C1CCS(=O)(=O)C1 (stereo not drawn)
56	3	80	Cc1cc2nc(SC(C)C(=O)O)[nH]c2cc1C (stereo not drawn)
57	5	120	N#CCC(=O)N1CCn2c1nc1ccccc12
58	-4	nt	COc1ccc(C2/C(=C(\O)c3ccccc3)C(=O)C(=O)N2CCCCCC(=O)O)cc1OC (stereo not drawn)
59	5	nt	Nc1c([N+](=O)[O-])cc(Cl)c2c1C(=O)c1ccccc1C2=O
60	8	nt	CC(=O)N1CCN(c2ccc(NC(=O)c3ccccc3Cl)cc2)CC1
61	8	nt	COc1ccc(Br)cc1C(=O)Nc1ccc(-c2nc3ccccc3s2)c(O)c1
62	12	107	O=C(NCCN1CCOCC1)c1noc2c1CCc1ccccc1-2
63	12	nt	O=C(Nc1ccccc1C(=O)O)c1ccc(NC(=O)C(c2ccccc2)c2ccccc2)cc1
64	-10	nt	OCCN=Cc1ccc(Cl)cc1Cl
65	34	nt	CC(C)(C)OC(=O)N1CCC[C@@H]1C(=O)N1CCC(C(=O)O)CC1
66	6	nt	O=C(Nc1ccccc1Cl)C1C(c2ccccc2)C1(Cl)Cl (stereo not drawn)
67	24	nt	CCOC(=O)c1ccc(-c2ccc(C(=O)Nc3ccc(-c4nc5ccccc5o4)c(O)c3)o2)cc1
68	5	nt	O=C(OCC(=O)N1CCN(C(=O)c2ccco2)CC1)C1=COCCO1
69	4	nt	Cc1cc(Cl)ccc1N(CC(=O)NCc1ccco1)S(=O)(=O)c1ccccc1
70	8	107	Cc1ccc(N)cc1CN1CCCC1=O
71	8	nt	COC(=O)c1cccc(-c2ccc(/C=C3\C(=O)N(c4ccc(S(N)(=O)=O)cc4)N=C3C)o2)c1
72	9	nt	CCOc1ccc(NC(=O)/C=C/c2ccc(OC)c(Br)c2)cc1
73	7	98	Clc1ccc(NC2=NCCC2)cc1Cl
74	5	103	CCOc1ccc(-n2c(COc3ccccc3)nnc2SCC(N)=O)cc1
75	9	97	CCOC(=O)C1CCN(C(=O)CN(c2cc(OC)ccc2OC)S(=O)(=O)c2ccccc2)CC1
76	0	91	CN1CCN(CCCNC(=O)Cn2ncc3c4ccccc4n(C)c3c2=O)CC1
77	9	81	COc1ccc(OC)c(S(=O)(=O)Nc2ccccc2C(F)(F)F)c1
78	14	102	CCN1CCCC1CNC(=O)c1cc2c(=O)n(C)c3ccccc3c2n1C (stereo not drawn)
79	-3	nt	Cc1c(NC(=O)c2cccc3c2C(=O)c2cc(I)ccc2-3)c(=O)n(-c2ccccc2)n1C
80	25	nt	NC1=NC(=O)/C(=C\c2ccc(-c3ccc(C(=O)O)cc3)o2)S1
81	10	nt	CC1(C)C(C=C(Cl)Cl)C1C(=O)Nc1cccc2ccccc12 (stereo not drawn)
82	9	118	C=CCNC(=O)CSc1ccc(Cl)cc1
83	4	nt	CCN(CC)S(=O)(=O)c1ccc(Cl)c(C(=O)Nc2ccccc2C(=O)O)c1
84	103*	nt	O=C(O)C1C2CCC(O2)C1C(=O)NCc1ccc(F)cc1 (stereo not drawn)
85	3	98	COc1ccc(C2Oc3ccccc3N2C(C)=O)cc1 (stereo not drawn)
86	7	85	COc1ccccc1-n1c(N)c(C(N)=O)sc1=S
87	6	nt	COc1ccc(/C=C(\NC(=O)c2ccc([N+](=O)[O-])cc2)C(=O)NCCCn2ccnc2)cc1
88	6	66	COc1ccc(OC)c(NC(=O)CC(NCCC2=CCCCC2)C(=O)O)c1 (stereo not drawn)
89	-2	nt	O=[N+]([O-])c1ccccc1/C=N/N/C(=N/c1ccccn1)c1ccccn1
90	9	98	O=C(Nc1cccc(NC(=O)c2nccc3ccccc23)c1)c1ccco1
91	6	nt	COc1ccc(-n2c(O)c(/C=C3/C(C)=Nc4ccccc43)c(=O)[nH]c2=O)cc1
92	-2	87	COc1ccc(NC(=O)N2CCC(c3ccccc3)C2)c(OC)c1 (stereo not drawn)
93	-8	153&94	CC(C)NCC(O)COc1ccc(CC(N)=O)cc1 (stereo not drawn)
94	1	nt	CCCC(C)NC(=O)c1ccc(Cl)cc1Cl (stereo not drawn)
95	7	97	CCn1c(SCc2nc3ccccc3c(=O)[nH]2)nnc1-c1cccnc1
96	12	136	Cc1cc(N=Cc2cc(Cl)ccc2O)no1

Additional entries.
item	HePTP inh	BAP1 block	smiles
97	10	i	COc1ccc(-c2ccc(-c3noc(-c4ccc(OC)c(OC)c4)n3)c(OC)n2)cc1
98	11	nt	CCCCNC(=O)c1cc2c(=O)n3cccc(C)c3nc2n(Cc2ccncc2)c1=N
99	8	nt	COc1ccccc1NC(=O)N(CCCN1CCOCC1)Cc1cc2cc3c(cc2[nH]c1=O)OCO3
100	-7	108	Cc1ccc(NC(=O)c2c(C)nc(Nc3nc4ccccc4o3)nc2C)cc1
101	-10	nt	Cc1cccc(NCc2ccc3c(c2)OCO3)c1
102	-2	nt	Cc1ccc(NC(=O)COc2cccc(C)c2C)c(Br)c1
103	-1	89	CC(C)C1N=C2c3ccccc3N=C(SCc3cc(=O)n4cc(Cl)ccc4n3)N2C1=O (stereo not drawn)
104	-5	nt	Cc1cc(OCC(=O)Nc2c(C)ccc3nsnc23)cc(C)c1Cl
105	7	98	COc1ccc(OC)c(NC(=O)c2nnn(CCc3ccccc3)c2N)c1
106	4	nt	CN(C)c1ccc(C2C(C#N)=C(N)OC3=C2C(=O)CC(C)(C)C3)cc1 (stereo not drawn)
107	14	102	CCOc1ncccc1C(=O)OCC(=O)Nc1ncc(C(F)(F)F)cc1Cl
108	-10	nt	COc1ccc(N2C(=O)/C(=C\c3ccc(OC)cc3OC)N=C2c2ccccc2)cc1
109	-5	104	C=CCn1c(SCC(=O)N2CCCC2)nc2cc(C(=O)NCC3CCCO3)ccc2c1=O (stereo not drawn)
110	nt	68	O=C1NC(=O)c2ccc(N3CCOCC3)c3cccc1c23
111	16	98	COc1ccc(NC(=O)NCCN2C(=O)C3C4C=CC(C4)C3C2=O)cc1 (stereo not drawn)
112	nt	i	CCN(Cc1c(O)ccc2c3c(c(=O)oc12)CCC3)C1CCCCC1
113	7	91	COc1ccccc1N1CCN(Cc2ccsc2)CC1
114	3	98	CCOCC(=O)Nc1nnc(Cc2ccc(OC)c(OC)c2)s1
115	-2	nt	CC(C)(C)C(=O)Nc1ccc(C(=O)Nc2cccc(O)c2)cc1
116	4	nt	COCCNC(=O)c1ccccc1NC(=O)C1COc2ccccc2O1 (stereo not drawn)
117	-14	nt	Cc1ccc(/C=C/C(=O)Nc2ccccc2Br)o1
118	16	nt	O=C(/C=C/Nc1ccccc1O)C(F)(F)F
119	-8	73	COc1ccc(NC(=O)COC(=O)c2cnccn2)cc1Cl
120	10	95	O=C(CSc1nnnn1-c1ccc2c(c1)OCO2)NCc1cccs1
121	-4	nt	Cc1ccccc1OCC(=O)O/N=C(\N)c1ccc(Br)cc1
122	-8	55	CCCOn1nnnc1-c1ccccc1
123	4	93	C=CCSc1nc(N)c2c(C)c(C)sc2n1
124	7	108	Cc1cccc(Nc2nc3c(c(=O)n(C)c(=O)n3C)n2Cc2ccccc2)c1
125	-5	100	CCOC(=O)C1=C(N)N(c2ccccc2Oc2ccccc2)C(=O)C1

Records listed so far marked active in HePTP inh.
item	HePTP inh	BAP1 block	smiles
24	59*	nt	COc1cc(/C=C2\C(=O)NC(=S)N(c3ccccc3)C2=O)cc([N+](=O)[O-])c1O
84	103*	nt	O=C(O)C1C2CCC(O2)C1C(=O)NCc1ccc(F)cc1 (stereo not drawn)
